Bioassay records from PubChem BioAssay.
K1F lysis inhibition: inhibition of K1F phage lysis, E. coli UTI89, bacterial capsule biogenesis inhibitors, alamar blue (AID 488966); E. coli UTI89 K1F phage lysis, alamar blue, 2 h; higher % means a stronger effect; inhibition, % at 100 µM, or IC50 in µM where a hit was titrated; 340,000 tested, 0.02% active;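 active means phage lysis inhibition, versus mean bacterial control, above a set limit; inconclusive means no clear call, values can overlap the other calls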;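 further: capsule biogenesis inhibitors block K1F phage lysis so surviving cells raise fluorescence; higher fluorescence means more inhibition of phage lysis; actives were called in the ten point dose series up to 300 µM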
Myeloid diff MLP: induction of myeloid progenitor differentiation, primary screen, cell-based, flow cytometry, MLPCN library | ER-HoxA9 myeloid progenitors, lysozyme-GFP differentiation | calls only at 10 µM | 360,000 tested, 1% active;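 active means normalized GFP-positive differentiation at or above the plate's own cutoff, the solvent-only control mean plus 3 SD; inconclusive means no clear call, values can overlap the other calls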;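 further: cells exposed to compound for four days before flow analysis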
Rac1 GTP hydrolysis: MgcRacGAP GTPase-activating activity inhibitors, confirmation, biochemical, ADP Hunter fluorescence. MgcRacGAP-stimulated Rac1 GTP hydrolysis, ADP Hunter fluorescence; higher % means a stronger effect; GST-tagged Rac1 F28L mutant substrate. Rac GTPase-activating protein 1 (Homo sapiens). 340,000 tested, 0.6% active. inhibition, % at 30 µM, or IC50 in µM where a hit was titrated;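 active means first-screen hits whose inhibition reached a set limit at any dose in the follow-up dose series; inconclusive means inhibition above the set first-screen limit but never retested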;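 further: fluorescence reports GDP produced by GAP-driven GTP hydrolysis; strong numbers were not always called active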
Large T inhibition: SV40 large T antigen inhibitors, biochemical (AID 1903). 310,000 tested, 0.39% active. SV40 large T antigen ATPase/helicase inhibition assay; higher % means a stronger effect. one-dose inhibition, % at 20 µM; IC50 in µM for titrated hits; in the data active means a potency from the dose series; inconclusive means inhibition mostly from about 32% at the one dose, without a potency; inactive means the rest, 99 in 100 with inhibition below about 32%; further: strong numbers were not always called active
Salmonella PhoP GFP: inhibitors of PhoP regulon expression, primary screen, Salmonella Typhimurium, GFP reporter (AID 1863). one-dose inhibition, % at 50 µM; IC50 in µM for titrated hits. 300,000 tested, 0.16% active. S. Typhimurium PhoP-regulated promoter GFP reporter, 4 h; higher % means a stronger effect;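 active means inhibition over 29.93%, a cutoff 3 SD above the screen mean, later confirmed by dose response; inconclusive means inhibition over 29.93% but no dose response follow-up; inactive means inhibition at most 29.93% or unconfirmed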;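 further: 0% = low Mg2+ inducing control and 100% = high Mg2+ repressing control; strong numbers were not always called active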
RSV CPE inhibition: RSV antiviral activity via CPE protection, HEp-2 cells, primary 10 µM value included (AID 2391); CPE inhibition, % at 10 µM, or IC50 in µM where a hit was titrated; HEp-2 cells, RSV-induced CPE inhibition; higher % means a stronger effect; 310,000 tested, 0.13% active; in the data active means a potency from the dose series; inconclusive means CPE inhibition mostly from about 23% at the one dose, without a potency; inactive means the rest, 99 in 100 with CPE inhibition below about 21%; further: strong numbers were not always called active
T cell HTS: modulators of CD8 T cell-vesicle binding, primary screen, mouse 2C CD8+ T cells, flow cytometry; 2C CD8+ T cell-vesicle binding; active compounds read low; calls only at 7 µM; 330,000 tested, 0.068% active; AID 2052, 2009;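 active means response, share of CD8 T cells binding vesicles, and their 90th percentile fluorescence all below set limits, cut at about 80% in these data, passing the limit was not always enough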
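incubation = binding step 1.5 h, 37 °C, antibody labelling 20 min, ice | test system = 2C mouse CD8+ T cells | read-out basis = percent CD8+ FL2 mean versus row control | controls = Peptide-free naked vesicles (low) and QL9 vesicles with 0.7% DMSO vehicle (high) | detection = flow cytometry of vesicle-bound cells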
NTR1 agonist: agonists of NTR1, primary screen, imaging, U2OS cells, beta-arrestin-GFP, high content (AID 493036); 330,000 tested, 0.17% active; activation, % at 20 µM; NTR1-U2OS beta-arrestin-GFP spot imaging, agonist mode; Neurotensin receptor type 1 (Homo sapiens), P30989;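 active means activation at or above 40% of the spot to cytoplasm intensity ratio, with at least 20 cells analyzed; inconclusive means wells under 20 cells, flagged as cytotoxic or low count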;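 further: 0% = DMSO without peptide and 100% = 100 nM NTR1 peptide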
Target sequence (P30989 whole entry, looked up): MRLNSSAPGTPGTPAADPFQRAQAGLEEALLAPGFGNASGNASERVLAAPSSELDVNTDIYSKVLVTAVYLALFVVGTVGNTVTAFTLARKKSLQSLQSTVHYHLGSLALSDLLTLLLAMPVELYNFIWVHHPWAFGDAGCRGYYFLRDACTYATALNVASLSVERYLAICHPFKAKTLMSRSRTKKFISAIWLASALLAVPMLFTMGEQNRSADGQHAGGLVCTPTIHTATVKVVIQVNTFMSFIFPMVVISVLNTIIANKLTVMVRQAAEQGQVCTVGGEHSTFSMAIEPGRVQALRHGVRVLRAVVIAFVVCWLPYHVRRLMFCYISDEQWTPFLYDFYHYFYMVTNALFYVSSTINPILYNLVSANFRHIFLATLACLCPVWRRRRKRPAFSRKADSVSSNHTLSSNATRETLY
TNAP activation fold: human TNAP enzyme activators, primary screen, biochemical, luminescent, no phosphate acceptor, uHTS (AID 1001). purified TNAP, luminescent activation assay, no phosphate acceptor; higher activation fold means a stronger effect. activation fold at 20 µM, or EC50 in µM where a hit was titrated. 200,000 tested, 0.03% active; in the data active means activation fold from about 3, or a potency from the dose series; inactive means the rest, 99 in 100 with activation fold below about 1.6; further: many of its hits are not listed in these tables
T cell HTS vesicle-bound %: recorded beside T cell HTS, whose call it bears; double positive events, %; measured here: CD8+ vesicle-bound cell fraction;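 binding gate set so that unloaded-vesicle control wells show 10% double positive cells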
NTR1 agonist cell count 20 µM: second read-out of NTR1 agonist, no call of its own (marks repeat the call); cell count; measured here: cell count, cytotoxicity flag
Myeloid diff MLP GFP+ MAC1+ %: also measured in Myeloid diff MLP; calls as there; GFP+ MAC1+ double positive, %; measured here: differentiation confirmed by MAC1 staining
* marks the source's active call; other numbers are inactive results; i = inactive; ? = inconclusive; . = not tested or not shown; + = active, no number; [ ] = another dose, or the depositor's remark. The order is random (roughly 2.3% active in at least one column).

SMILES	K1F lysis inhibition	Myeloid diff MLP	Myeloid diff MLP GFP+ MAC1+ %	Rac1 GTP hydrolysis	Large T inhibition	Salmonella PhoP GFP	RSV CPE inhibition	T cell HTS	T cell HTS vesicle-bound %	NTR1 agonist	NTR1 agonist cell count 20 µM	TNAP activation fold
CC(=O)Cc1nsc(NC(=O)c2ccc(-c3ccc(Cl)c(Cl)c3)o2)n1	i	i	0.4	2%	12%	3%	9.2%	i	11	0.3	75	1.1
Cc1ncoc1C(=O)NC1CC(C)(C)Cc2c1cnn2-c1ccccc1 (stereo not given)	0.3%	i	0.4	4%	3%	4%	0.7%	i	42	5.5	35	.
CCOC(=O)[C@H](CCc1ccccc1)N[C@@H](C)C(=O)N1C(C(=O)O)C[C@@H]2CCC[C@@H]21 (stereo not given in full)	2.2%	i	2.0	4%	9%	0%	-1.7%	i	25	-0.8	63	.
Cc1ccc(Nc2nc(N)nc(COC(=O)c3ccc(Br)o3)n2)cc1	0.9%[50 µM]	i	0.2	8%	.	.	.	.	.	1.3	55	.
Cc1ccsc1C(=O)NNC(=O)COc1ccc(Br)cc1	0.6%[50 µM]	i	0.3	3%	.	.	.	i	40	-1.0	46	.
CCN(c1ccccc1)S(=O)(=O)c1cc(C(=O)O)ccc1C	-3.1%	i	0.6	14%	19%	7%	0.6%	i	57	-1.5	48	1.1
O=C(CCC(=O)N1CCOc2ccccc21)Nc1ccccc1Br	8.3%	i	2.8	-3%	15%	.	0.0%	i	14	-0.3	92	.
CCOC(=O)C1CCCN(C(=S)Nc2cccc(Cl)c2)C1 (stereo not given)	2.7%	i	0.2	8%	4%	-13%	2.6%	i	42	1.3	42	1
O=C(COC(=O)c1cc(Br)ccc1Cl)NC1CCCC1	0.3%	i	1.3	-2%	21%	1%	-0.3%	i	41	0.5	64	1.2
CCOc1ccccc1NC(=O)/C(C#N)=C/c1c(C)nn(-c2ccc(F)cc2)c1Cl	0.2%	i	0.1	5%	-7%	3%	3.2%	i	60	2.0	86	1.1
CC(C)=C1C2CCC1C1C(=O)N(CCc3ccccc3)C(=O)C21 (stereo not given)	1.8%[50 µM]	i	0.2	6%	-6%	-2%	0.8%	i	47	6.6	61	1
Cc1ccccc1NC(=S)NC(=O)C1CCCCC1	2.0%	i	1.2	3%	6%	6%	1.3%	i	15	2.4	45	.

Of the compounds above, these contain a COOH group:
SMILES	K1F lysis inhibition	Myeloid diff MLP	Myeloid diff MLP GFP+ MAC1+ %	Rac1 GTP hydrolysis	Large T inhibition	Salmonella PhoP GFP	RSV CPE inhibition	T cell HTS	T cell HTS vesicle-bound %	NTR1 agonist	NTR1 agonist cell count 20 µM	TNAP activation fold
CCOC(=O)[C@H](CCc1ccccc1)N[C@@H](C)C(=O)N1C(C(=O)O)C[C@@H]2CCC[C@@H]21 (stereo not given in full)	2.2%	i	2.0	4%	9%	0%	-1.7%	i	25	-0.8	63	.
CCN(c1ccccc1)S(=O)(=O)c1cc(C(=O)O)ccc1C	-3.1%	i	0.6	14%	19%	7%	0.6%	i	57	-1.5	48	1.1

Following part.
SMILES	K1F lysis inhibition	Myeloid diff MLP	Myeloid diff MLP GFP+ MAC1+ %	Rac1 GTP hydrolysis	Large T inhibition	Salmonella PhoP GFP	RSV CPE inhibition	T cell HTS	T cell HTS vesicle-bound %	NTR1 agonist	NTR1 agonist cell count 20 µM	TNAP activation fold
COc1ccccc1CCNC(=O)Cn1ccc2cc(S(=O)(=O)N3CCC(C)CC3)ccc21	0.4%	+	5.1*	6%	2%	4%	9.4%	i	25	-0.5	60	.
O=C(c1cccc(N2C(=O)c3ccccc3C2=O)c1)N1CCCC(C(F)(F)F)C1 (stereo not given)	1.3%[50 µM]	i	0.5	-2%	9%	-6%	0.2%	i	54	0.1	71	.
COc1ccccc1C1CC(c2ccc(NS(C)(=O)=O)cc2)=NN1C(=O)c1ccccc1 (stereo not given)	0.2%	i	0.1	9%	14%	-4%	11%	i	60	0.6	95	1.1
O=C(OC(C(=O)NCc1ccc(F)cc1)c1ccccc1)c1ccco1 (stereo not given)	0.0%	i	0.5	4%	5%	-6%	1.0%	i	45	-1.4	46	.
Cc1cccc(NC(=S)NNC(=O)c2ccc(O)cc2O)c1C	-0.2%	i	0.6	8%	25%	-6%	15%	i	48	0.0	55	2.2
COc1ccc(S(=O)(=O)N2CCCCCC2)cc1NC(=O)c1ccccc1F	-0.1%[50 µM]	i	0.7	4%	.	.	-0.8%	i	29	0.2	113	.
CC(C)C(NC(=O)c1cccs1)C(=O)NC1CCCCC1 (stereo not given)	1.9%[50 µM]	i	0.4	4%	5%	4%	0.3%	i	14	2.2	59	.
CC1(C)CC(=O)C(C=Nc2ccc(C(=O)c3ccccc3)cc2N=CC2=C(O)CC(C)(C)CC2=O)=C(O)C1	-0.4%	+	1.5*	5%	4%	-5%	2.0%	i	43	-0.8	87	1.9
O=C(c1cccc([N+](=O)[O-])c1)N1CCCC(C(=O)N2CCCCCC2)C1 (stereo not given)	1.1%	i	0.2	6%	12%	-8%	2.3%	i	14	0.1	47	.
COc1ccc(Cc2nc3ccc(S(N)(=O)=O)cc3[nH]2)cc1OC	.	.	.	.	5%	-4%	-0.9%	i	28	0.7	45	0.8
Cc1c(C)c2ccc(OCc3ccc(C(=O)O)o3)c(C)c2oc1=O	-0.1%	i	1.3	3%	26%	1%	-1.6%	i	41	1.1	84	1.1
CCCn1c(SCC(=O)N2CCN(c3ccccc3)CC2)nc2ccccc2c1=O	4.6%	i	0.8	2%	8%	0%	-0.3%	i	19	3.1	91	1.1
COc1ccccc1NC(=O)COC(=O)c1ccccc1SCC(=O)N1CCCC1	-1.5%	i	0.7	2%	-4%	-4%	-0.4%	i	31	3.6	64	.
O=C(O)c1cc(NS(=O)(=O)c2ccc(NCc3ccccc3)c([N+](=O)[O-])c2)cc(C(=O)O)c1	0.2%	i	0.4	5%	10%	4%	2.3%	i	26	0.8	58	.
O=C(CC1C(=O)NCCN1Cc1ccccc1C(F)(F)F)NC1CCCC1 (stereo not given)	1.3%[50 µM]	i	0.0	4%	7%	4%	1.2%	i	1	-1.7	71	.
COc1ccc(OC)c(-c2nc(CN3CCCCC3c3cccnc3)c(C)o2)c1 (stereo not given)	-0.4%	i	0.0	7%	3%	11%	-1.3%	i	53	-1.1	41	1.1
CCC(=O)NC1(C(F)(F)F)C(=O)Nc2c1c(=O)[nH]c(=O)n2Cc1ccco1 (stereo not given)	0.3%	i	1.1	-3%	4%	1%	1.2%	i	22	1.9	43	1.2
Cc1ccc(NS(=O)(=O)c2cc(C(=O)Nc3cccc(N(C)S(C)(=O)=O)c3)ccc2C)c(C)c1	0.4%	i	0.6	5%	-1%	-7%	8.2%	i	54	3.3	37	1.1
O=c1cc(Cc2ccccc2)[nH]c(=S)[nH]1	-0.1%	i	0.1	0%	5%	32%	1.6%	i	47	1.8	61	1.1
N#CC1=C(N)Oc2n[nH]c(-c3cccs3)c2C1c1ccsc1 (stereo not given)	-0.3%	i	2.0	11%	14%	-3%	2.8%	i	51	-0.3	37	1
Cn1c(=O)[nH]c(=O)c2c1nc(NCc1ccccc1)n2CCCc1ccccc1	0.0%	i	0.7	7%	9%	1%	3.4%	i	51	-0.4	54	1
CC(=O)n1nc(-c2cccnc2)nc1NCc1cccs1	0.2%	i	1.0	10%	2%	1%	1.3%	i	34	0.8	60	0.4
CN(C)C(=O)c1cc(C(=O)c2ccc(F)cc2C(F)(F)F)c[nH]1	0.3%	i	0.7	11%	2%	-2%	18%	i	21	0.7	92	.
CCn1c(COc2ccc3c(c2)OCO3)nnc1SCC(=O)O	1.0%	i	0.5	8%	-4%	-1%	2.7%	i	59	0.4	61	1
CN(C)CCCN(C(=O)c1cc2cc([N+](=O)[O-])ccc2s1)c1nc2cc3c(cc2s1)OCCO3	-1.2%	.	.	20%	15%	10%	25%	i	38	26	53	.
Cn1c(SCC(=O)NCC2CCCO2)ncc(C(=O)Nc2ccc(Cl)cc2)c1=O (stereo not given)	0.1%[50 µM]	i	0.2	12%	11%	-9%	3.2%	i	14	9.8	95	.
COc1cccc(-c2csc(N3CCN(C(=O)Nc4ccc(Cl)cc4)CC3)n2)c1	-0.1%	i	0.7	5%	-1%	2%	-1.7%	i	49	7.0	57	1.5
Cc1cc(C)c(S(=O)(=O)N2CCC(C(N)=O)CC2)cc1C	2.0%	i	1.2	-2%	6%	4%	0.0%	i	8	0.8	53	1.1
CCOC(=O)N1CCN(Cc2ccccc2F)CC1	4.8%	i	0.7	18%	4%	15%	1.1%	i	38	2.1	64	1
CCOC(=O)C1(CC2CCCCO2)CCN(C(=O)Nc2ccc(C(=O)OC)cc2)CC1 (stereo not given)	1.1%[50 µM]	i	0.6	5%	24%	-4%	-1.8%	i	36	-0.7	61	1.1
Nn1c(Cc2cccc3ccccc23)nnc1SCc1c(Cl)cccc1Cl	3.6%	i	0.7	6%	28%	-5%	7.4%	i	42	2.9	43	1.2
CC(C)(C)NC(=O)Cn1c(SCC(=O)NCc2cccs2)nc2ccccc21	-0.5%	i	0.7	7%	13%	4%	-0.4%	i	9	0.8	46	1.1
O=C(/C=C1\NC2(CCCC2)Cc2ccccc21)C(=O)N/N=C/c1ccc(O)c(O)c1	-1.3%[50 µM]	i	1.2	31%	?	15%	?	i	44	15	46	0.6
CCS(=O)(=O)Nc1cccc(C2=NN(C(C)=O)C(c3cccs3)C2)c1 (stereo not given)	-3.0%	i	0.2	6%	-5%	4%	3.5%	i	58	-0.3	49	0.9
COc1cc(S(=O)(=O)N2CCCCC2)ccc1NC(=O)c1ccncc1	0.1%	i	2.6	4%	12%	-4%	1.4%	i	28	-1.5	50	.
O=C(Nc1ccc(Br)cc1)C1CCN(C(=O)c2ccco2)CC1	0.4%	i	0.1	5%	16%	-6%	3.1%	i	25	0.0	33	.
C[n+]1ccc(C(=O)N/N=C/c2ccco2)cc1	11%	i	0.2	1%	16%	-7%	0.9%	i	33	1.6	63	1.4
O=C(Oc1ccc(OC(=O)N2CCCCC2)cc1)c1ccccc1	1.1%	i	2.0	5%	4%	1%	5.0%	i	14	0.5	60	1
